Screens as filed in PubChem.
L3MBTL1 block = qHTS Assay for the Inhibitors of L3MBTL1; Lethal(3)malignant brain tumor-like protein 1 (Homo sapiens), Q9Y468; AlphaScreen L3MBTL1–H3K9me1 peptide binding; Potency, µM (titrated, usually from 57.1 µM), without a hit: at the highest dose activity, negative = inhibition, most hits filed as inhibitors; actives 0.66% (n = 230,000); also: nearly all actives have a fitted effect of over 60% in size
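Displacement of a biotinylated histone H3(1-15) peptide monomethylated at Lys9 (75 nM) from L3MBTL1 (50 nM) was measured by AlphaScreen after a 30 min room-temperature compound incubation; cefsulodin titration served as intraplate control.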
Tau FP inhib = qHTS for Inhibitors of Tau Fibril Formation, Fluorescence Polarization; Microtubule-associated protein tau (Homo sapiens), P10636; K18 P301L tau heparin fibrillization, Alexa594 FP, 6 h; Potency, µM (doses to about 57.7 µM), without a hit: at the top dose activity, negative = inhibition, actives largely listed as inhibitors; actives 0.39% (n = 280,000); also: nearly all actives have a fitted effect of over 55% in size
Target sequence (P10636 561-689 P618L limits assumed): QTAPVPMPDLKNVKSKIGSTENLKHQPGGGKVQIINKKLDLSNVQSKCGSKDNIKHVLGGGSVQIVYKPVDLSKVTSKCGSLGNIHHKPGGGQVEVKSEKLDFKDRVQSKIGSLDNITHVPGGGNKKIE
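Human tau K18 […] P301L fragment, 15 uM unlabeled plus 0.24 uM Alexa 594-labeled tau (final), with compound and 20 uM heparin in 100 mM sodium acetate pH 7; 6 hr at 37 C, then Alexa 594 FP read.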
Tau fluor cs = Counterscreen qHTS for Inhibitors of Tau Fibril Formation, Fluorescence Polarization. tau K18 P301L Alexa594 fluorescence, heparin fibrillization. Potency, µM (series often up to 57.7 µM), without a hit: top-dose activity change, negative = decrease. actives 0.93% (n = 280,000); also: nearly all actives have a fitted effect of over 55% in size
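Human tau K18 P301L (15 uM unlabeled, 0.24 uM Alexa 594-labeled) in 100 mM sodium acetate pH 7 with 20 uM heparin, 6 hr at 37 C. ThT 30 uM added, 1 hr ambient; Alexa 594 FP and total fluorescence read at 555/632 nm.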
ALDH1A1 block = qHTS Assay for Inhibitors of Aldehyde Dehydrogenase 1 (ALDH1A1) | Purified ALDH1A1, NADH fluorescence, propionaldehyde substrate | Aldehyde dehydrogenase 1A1 (Homo sapiens), P00352 | Potency, µM (highest dose often 75.3 µM), inactives show at the top dose activity, negative = inhibition, most hits filed as inhibitors | actives 7.3% (n = 220,000) | AID 1030, 2008; active = well fitted inhibition curve with a large enough effect, not every such curve was filed as active; inconclusive = small, poorly fitted or top-dose-only effect, or another doubt; inactive = no such curve, though single readings can be large or run the other way;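 also: plate controls were no enzyme wells and a reference inhibitor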
TexasRed fluor = Total Fluorescence Counterscreen for Inhibitors of the Interaction of Thyroid Hormone Receptor and Steroid Receptor Coregulator 2; TRb/SRC2 Texas Red total fluorescence interference; Potency, µM (doses to about 106 µM), without a hit: at the top dose fluorescence change, negative = quenching; actives 0.29% (n = 280,000); active = well fitted curve in either direction with a large enough effect; inconclusive = small, poorly fitted or top-dose-only effect
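Flags fluorescent or light-absorbing compounds by total fluorescence, S + 2P, at 555 nm excitation and 632 nm emission. Mixture: 20 nM Texas Red SRC2 peptide, 0.6 uM human TRb LBD, 1 uM T3, 5% DMSO; compound exposure 5 h at ambient temperature.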
Tau ThT inhib = qHTS for Inhibitors of Tau Fibril Formation, Thioflavin T Binding; AID 1460, 2008; Microtubule-associated protein tau (Homo sapiens), P10636; recombinant tau K18 P301L, heparin-induced fibrillization, ThT fluorescence; Potency, µM (top dose mostly 57.4 µM), without a hit: at the highest dose activity, negative = inhibition, most hits filed as inhibitors; actives 2.1% (n = 270,000); also: nearly all actives have a fitted effect of over 55% in size
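ThT emission at 510 nm, taken 1 hr after adding 30 uM dye, quantifies aggregates formed when 20 uM heparin acts on human tau K18 P301L for 6 hr at 37 C.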
TRb SRC2 PPI = qHTS for Inhibitors of the Interaction of Thyroid Hormone Receptor and Steroid Receptor Coregulator 2; TRbeta-SRC2 peptide binding, fluorescence polarization; receptor liganded with 1 µM T3; actives 0.065% (n = 280,000); AID 1469, 2008; Potency, µM (titrated, usually from 106 µM), for the others: top-dose activity change, negative = inhibition, hits mostly inhibitors; Thyroid hormone receptor beta (Homo sapiens), P10828;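 also: plate controls were bound peptide for no effect and peptide without receptor for full effect; nearly all actives have a fitted effect of over 50% in size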
Target sequence (P10828 whole entry, looked up): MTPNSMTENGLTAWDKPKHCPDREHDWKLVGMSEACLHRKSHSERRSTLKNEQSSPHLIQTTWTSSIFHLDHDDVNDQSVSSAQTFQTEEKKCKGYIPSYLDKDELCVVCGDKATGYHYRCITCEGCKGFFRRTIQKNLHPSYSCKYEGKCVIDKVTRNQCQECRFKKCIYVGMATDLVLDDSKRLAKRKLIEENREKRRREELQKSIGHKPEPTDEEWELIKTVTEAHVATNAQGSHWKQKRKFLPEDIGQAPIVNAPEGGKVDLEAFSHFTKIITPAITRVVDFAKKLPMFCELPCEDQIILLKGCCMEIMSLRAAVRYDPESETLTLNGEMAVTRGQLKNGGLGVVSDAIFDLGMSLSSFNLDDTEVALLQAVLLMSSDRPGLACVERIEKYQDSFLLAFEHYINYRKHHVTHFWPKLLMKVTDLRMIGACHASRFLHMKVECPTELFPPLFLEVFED
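TRb LBD 0.6 uM + Texas Red SRC2 peptide 20 nM, 1 uM T3, Tris buffer w/ 5% DMSO; compound pinned, 5 h RT; FP read ex 555/em 632; normalized to unbound and bound controls.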
GLA spleen mod = qHTS Assay for Inhibitors and Activators of Human alpha-Galactosidase From Spleen Homogenate | Alpha-galactosidase A (Homo sapiens), P06280 | human spleen homogenate, 4MU-alpha-Gal fluorescence, 40 min | Potency, µM (titrated, usually from 80 µM), without a hit: at the highest dose activity change, negative = inhibition, usual class: inhibitors | actives 0.008% (n = 240,000);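 also: 0% = enzyme with vehicle and -100% = no enzyme basal signal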
Target sequence (P06280 32-429 limits assumed): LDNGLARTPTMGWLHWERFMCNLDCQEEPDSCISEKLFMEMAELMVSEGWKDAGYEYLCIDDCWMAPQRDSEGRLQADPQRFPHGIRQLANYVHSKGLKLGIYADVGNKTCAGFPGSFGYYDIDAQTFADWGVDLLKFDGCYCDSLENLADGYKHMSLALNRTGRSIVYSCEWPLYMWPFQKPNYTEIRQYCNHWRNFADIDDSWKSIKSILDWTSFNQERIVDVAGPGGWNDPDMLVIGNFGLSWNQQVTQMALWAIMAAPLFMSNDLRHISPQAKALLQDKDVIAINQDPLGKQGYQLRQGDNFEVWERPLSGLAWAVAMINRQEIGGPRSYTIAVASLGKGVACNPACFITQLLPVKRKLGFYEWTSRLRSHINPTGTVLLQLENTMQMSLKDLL
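Spleen homogenate 1 ug + cpd (titration) + 4-MU-alpha-D-galactopyranoside 1 mM; 37C 40 min; 50 mM citrate/phosphate pH 5.0, 0.01% Tween-20; stop pH 10; fluorescence 365/440; AC50 via Hill.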
An asterisk follows results filed as active; ? = inconclusive; · = no result given; [ ] = remark or other dose. Unless noted, calls follow the shape of the dose curve; as a rule, active = well fitted curve in the direction sought with a large enough effect; inconclusive = small, poorly fitted or top-dose-only effect, or another doubt; inactive = no such curve, though single readings can be large; an effect the other way counts as inactive or inconclusive. Unless noted, % is scaled to controls: 0 for no effect and ±100 for the full control effect; potency is read from the fitted curve at half-maximal effect.

Compound	L3MBTL1 block	Tau FP inhib	Tau fluor cs	ALDH1A1 block	TexasRed fluor	Tau ThT inhib	TRb SRC2 PPI	GLA spleen mod
CC(O)CNc1cc(N)c([N+](=O)[O-])cc1[N+](=O)[O-] (centres undefined)	2%	-8%	-5%	1%	-4%	?	1%	-15%
CC(C)(C)CC(C)(C)NC(=O)CSCC(=O)Nc1ccc2ccccc2c1	-22%	?	?	?	-2%	-18%	-9%	1%
Cc1cc(NC(=O)NN2CCOCC2)nn1-c1c(Cl)cccc1Cl	6%	0%	-9%	10%	0%	-12%	3%	-2%
O=C(Nc1ccccc1)c1ccc(CSc2ccccn2)cc1	2%	?	-25%	?	0%	?	-6%	-1%
Cc1ccc(C2C(C#N)=C(N)Oc3n[nH]c(-c4cccnc4)c32)o1 (centres undefined)	·	-5%	-19%	-10%	-1%	?	2%	-1%
C=C(C)c1cccc(C(C)(C)NC(=O)Nc2ccc3[nH]c(=O)[nH]c3c2)c1	·	?	?	-3%	-2%	-11%	-13%	6%
CCOC(=O)C1=C(CN2CCCCCC2)NC(=O)NC1c1ccc2c(c1)OCO2 (centres undefined)	10%	5%	2%	21%	-5%	1%	-7%	-3%
CCN(CC)Cc1c(O)ccc2c(=O)c(Oc3ccccc3OC)c(C)oc12	-12%	-1%	-20%	·	-3%	-16%	3%	?

The closing four entries of the section before come first, to join the parts.
Compound	L3MBTL1 block	Tau FP inhib	Tau fluor cs	ALDH1A1 block	TexasRed fluor	Tau ThT inhib	TRb SRC2 PPI	GLA spleen mod
Cc1ccc(C2C(C#N)=C(N)Oc3n[nH]c(-c4cccnc4)c32)o1 (centres undefined)	·	-5%	-19%	-10%	-1%	?	2%	-1%
C=C(C)c1cccc(C(C)(C)NC(=O)Nc2ccc3[nH]c(=O)[nH]c3c2)c1	·	?	?	-3%	-2%	-11%	-13%	6%
CCOC(=O)C1=C(CN2CCCCCC2)NC(=O)NC1c1ccc2c(c1)OCO2 (centres undefined)	10%	5%	2%	21%	-5%	1%	-7%	-3%
CCN(CC)Cc1c(O)ccc2c(=O)c(Oc3ccccc3OC)c(C)oc12	-12%	-1%	-20%	·	-3%	-16%	3%	?
CC(=O)c1cccc(NC(=O)NCc2cccs2)c1	-9%	6%	1%	-9%	-8%	0%	3%	2%
O=C(NCC(=O)N(Cc1ccco1)C(C(=O)NC1CCCC1)c1cccnc1)c1cccs1 (centres undefined)	1%	9%	13%	?	-6%	5%	7%	6%
CCC(C)(C)NC(=O)/C=C/c1ccc(OC)c(S(=O)(=O)N2CCOCC2)c1	3%	4%	12%	-14%	-1%[53 µM]	8%	1%[53 µM]	9%
O=C(O)COc1ccccc1/C=N/NC(=O)c1cc2ccccc2cc1O	-3%	-1%	-17%	4%	-1%	?	-7%	-6%
Cc1ccc2oc(=O)c3cc(C(=O)N4CCN(c5ccccc5F)CC4)sc3c2c1	·	5%	-23%	·	-14%	?	-3%	·
O=C(Nc1nnc(S(=O)(=O)N2CCCCCC2)s1)c1ccccc1Br	0%	2%	?	·	-2%	?	-9%	·
Cc1c2cccn2cc[n+]1C	-5%	-4%	-14%	?	-3%	-16%	1%	7%
CCCCOc1ccc(-c2nc(/C=N/c3nccs3)c(O)o2)cc1	5%	2%	-12%	0%	1%	?	-5%	6%
O=C(COC(=O)c1ccccn1)Nc1ccccc1OC(F)F	·	-3%	-1%	-11%	-2%	-2%	12%	1%
CCOC(=O)c1[nH]ncc1CN1CCCC(C(=O)c2cccc(OC(C)C)c2)C1 (centres undefined)	-2%	0%	-3%	3%	-4%	-11%	-4%	1%
COC(=O)[C@@H](NC(=O)NCc1ccco1)C(C)C	·	4%	-7%	10µM*	1%	-20%	-9%	5%
CSCC[C@H](NC(=O)CC(C)(C)C)c1nc2ccccc2[nH]1	2%	0%	0%	10%	-1%	3%	-14%	-2%
Cc1cc(C)cc(OCC(=O)OCC(=O)NCc2ccco2)c1	·	?	-5%	35µM*	-2%	-17%	-8%	4%
CSc1ccc(CCNC(=O)c2csc3c2CCCCC3)cc1	·	-8%	-14%	·	-6%	-9%	2%	·
N#C/C(=C(/O)c1cccs1)c1nnc2n1CCCCC2	13%	1%	-1%	-6%	-3%	2%	-3%	-5%
CCOC(=O)c1c(C)oc2c(CN3CCN(C)CC3)c(Br)c(OC)c(O)c12	1%	8%	-6%	?	2%	-6%	6%	-6%

Record cards, from the list above:
CC(=O)c1cccc(NC(=O)NCc2cccs2)c1 reads L3MBTL1 block = -9%; Tau FP inhib = 6%; Tau fluor cs = 1%; ALDH1A1 block = -9%; TexasRed fluor = -8%; Tau ThT inhib = 0%; TRb SRC2 PPI = 3%; GLA spleen mod = 2%
O=C(Nc1nnc(S(=O)(=O)N2CCCCCC2)s1)c1ccccc1Br reads L3MBTL1 block = 0%; Tau FP inhib = 2%; Tau fluor cs = ?; ALDH1A1 block = ·; TexasRed fluor = -2%; Tau ThT inhib = ?; TRb SRC2 PPI = -9%; GLA spleen mod = ·
CCCCOc1ccc(-c2nc(/C=N/c3nccs3)c(O)o2)cc1 reads L3MBTL1 block = 5%; Tau FP inhib = 2%; Tau fluor cs = -12%; ALDH1A1 block = 0%; TexasRed fluor = 1%; Tau ThT inhib = ?; TRb SRC2 PPI = -5%; GLA spleen mod = 6%

(further entries)
structure	L3MBTL1 block	Tau FP inhib	Tau fluor cs	ALDH1A1 block	TexasRed fluor	Tau ThT inhib	TRb SRC2 PPI	GLA spleen mod
Cc1[nH]c(=O)[nH]c(=O)c1NC(=O)c1ccc(OC(C)C)cc1	3%	-3%	-7%	0%	-3%	-6%	6%	2%
O=C1CCC(C(=O)N(Cc2ccco2)C2(C(=O)NC3CCCC3)CCCCC2)N1 (centres undefined)	·	4%	-6%	12%	-3%	-11%	-13%	1%
O=C(Cn1cnc2c(nnn2Cc2ccc(F)cc2)c1=O)NCc1ccccc1	·	-1%	0%	·	-1%	·	13%	14%
COc1ccc(NC(=O)c2cc3cc(OC)ccc3oc2=N)cc1	-11%	9%	10%	-1%	1%	?	5%	11%
CC(=O)c1ccc(NC(=O)CC2Sc3ccccc3NC2=O)cc1 (centres undefined)	·	4%	-15%	·	0%	?	6%	·
CCc1nnc(N/N=C/c2cccs2)n1N	-14%	-9%	1%	0%	-2%	?	1%	-1%
O=C1S/C(=C\c2ccc(N3CCOCC3)o2)C(=O)N1Cc1c(F)cccc1Cl	-1%	4%	-10%	0.13µM*	3%	?	8%	4%
COc1ccc(NN=Nc2nc3c([nH]2)c(=O)n(C)c(=O)n3C)cc1	-5%	?	?	8.9µM*	-2%	25µM*	1%	6%
O=C(CCc1c[nH]c2ccccc12)NCC1CCCO1 (centres undefined)	-10%	4%	-10%	9%	3%	-11%	5%	-5%
COc1ccc(Nc2nc(-c3ccc(OC)cc3)cs2)cc1	·	6%	?	-8%	-3%	?	-2%	-5%
Cc1noc(NS(=O)(=O)c2ccc(NC(=O)CSc3n[nH]c(-c4ccccc4)n3)cc2)c1C	-10%	1%	-8%	-13%	1%	-14%	5%	-1%
O=C(CSc1nc(-c2ccccc2)cc(C(F)(F)F)n1)NCCN1CCOCC1	0%	-4%	-6%	-10%	-2%	-11%	-1%	-2%
Cc1ccc(CC(=O)NCCCc2ccccc2)cc1	·	7%	-12%	1%	0%	-11%	-10%	-2%
Oc1ccc(C2=Nn3c(nnc3-c3ccco3)SC2)cc1O	25µM*	-5%	2%	8.9µM*	3%	-2%	8%	-1%
Cc1cc(NC(=O)CCN2C(=O)C3C4C=CC(C4)C3C2=O)c2ccccc2n1 (centres undefined)	6%	-2%	-5%	?	0%	0%	-15%	10%
COc1ccc(N(CC(=O)NCCC2=CCCCC2)S(C)(=O)=O)cc1OC	·	1%	-5%	3%	1%	-6%	4%	-1%
Cn1c(CN2CCCC2)nc2cc(NC(=O)COc3ccc([N+](=O)[O-])cc3)ccc21	-2%	-3%	-19%	-6%	-2%	?	2%	2%
Cc1cc(N2CCCCC2)nc2c(C)cccc12	35%[activator]	1%	-12%	-12%	-2%	-6%	3%	-3%
Nc1nc(SCC(=O)NCC2CCCO2)n[nH]1 (centres undefined)	33%[activator][11.4 µM]	-1%	1%	7%	0%	0%	2%	2%
CCOC(=O)c1sc2nc(C)nc(SCC(=O)N(C)C3CCS(=O)(=O)C3)c2c1C (centres undefined)	5%	?	-14%	?	-7%	-16%	-7%	3%
COc1ccc(NC(=O)Cc2ccc(Cl)c(Cl)c2)cn1	·	-7%	-22%	0%	0%	-5%	1%	-4%
